# Insulin prom inh = inhibitors of insulin promoter-driven GFP, primary screen, imaging, TRM-6 cells (human fetal islet line), eGFP reporter, cell count; reporter expression induced with tamoxifen; inhibition, % at 2 µM; hit rate 0.9% among 130,000;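 active means inhibition above the mean plus 3 SD, with well images judged a real hit on visual review, cut at about 60% in these data, passing the limit was not always enough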
# sdo1 growth = growth rescue of sdo1-depleted yeast, primary screen, S. cerevisiae, bone marrow failure model; hit rate 0.21% among 140,000; S. cerevisiae sdo1-depleted JHY4D growth rescue, OD600 30 h; active compounds read high; pdr5 snq2 efflux-pump mutant strain; z-score at 10 µM; AID 817, 2007;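 active means z-score above 3 at both the 24 hr and the 30 hr optical density reads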;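 further: z-score against mean and SD of all compound wells on the same plate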
# sdo1 growth Rescue 24 h = further read-out of sdo1 growth, marked with its call; z-score; S. cerevisiae sdo1-depleted JHY4D growth rescue, OD600; measured here: growth rescue at 24 h;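 0 is the plate mean of compound wells and units are plate SD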
# Active calls of the source: *; i = inactive; · = no result given.
Insulin prom inh,sdo1 growth,SMILES,sdo1 growth Rescue 24 h
-31.2,0.89,CCOC(=O)c1cc(-c2ccc(Cl)s2)nc2c1c(C)nn2C,2.46
-247.1,-0.24,CCn1c(Cc2ccccc2)nnc1SCC(=O)Nc1ccc(C)cc1,-0.89
8.8,0.42,C=CCc1cccc(/C=C/c2cc(=O)c3ccccc3[nH]2)c1O,0.67
·,0.98,CN1C(=O)NC(NC(=O)c2ccncc2)(C(F)(F)F)C1=O (stereo not given),-0.15
27.0,-0.73,CCCN1C(=O)SC(CC(=O)Nc2ccc(Br)cc2)C1=O (stereo not given),-0.42
·,-2.58,CC1CCCCC1n1c(=S)[nH]c2ccccc2c1=O (stereo not given),-2.19
10.7,-0.02,NC(=S)N/N=C/c1cc([N+](=O)[O-])ccc1OCCOc1ccccc1,1.14
-23.3,-0.56,Cc1sc(NC(=O)CSc2nnnn2C2CCCCC2)c(C#N)c1C,-0.94
52.8,0.28,CCCc1nc(NCc2ccncc2)c2nnn(Cc3ccccc3F)c2n1,1.25
55.2,-0.77,CC(C)CCn1cnc2c(NCc3ccccc3)ncnc21,-0.84
·,1.12,O=C(CN1CCC(n2nnc3cc(F)ccc32)CC1)NC1CC1,1.19
-10.8,-0.5,Cc1cc(S(=O)(=O)n2cnc3ccccc32)c(C)cc1Cl,-0.15
28.0,0.04,C#CCSc1nc2[nH]ncc2c(=O)[nH]1,-0.09
-27.3,0.16,Cc1nn(C)cc1CNC(=O)c1ccc(Br)o1,0.62
5.5,-0.82,C/C(N)=C(/C#N)C(=O)CSc1nnc(-c2ccccc2Br)o1,-0.58
i,-1.35,Cc1ccc(C)c(-n2nnnc2SCC(=O)NCCC2=CCCCC2)c1,-0.42
29.4,·,O=C(O)c1cc(-c2ccc(/C=N/N3C(=O)C4C5C=CC(C6CC56)C4C3=O)o2)ccc1Cl (stereo not given),·
·,1.06,Cn1cccc1CC(=O)N/N=C\c1cccs1,1.24
30.0,-1.52,COCCN(Cc1cc2cc3c(cc2nc1Cl)OCO3)C(=O)Nc1ccccc1OC,-1.67
57.1,·,CCOC(=O)N/N=C/c1c(C)c(C(=O)c2ccc(F)cc2)n2ccccc12,·
35.1,·,Cc1cc(C(F)F)nn1CC(=O)NC1C(=O)N2C(C(=O)O)=C(CSc3nnnn3C)CSC12 (stereo not given),·
52.2,·,Cc1ccc(CN2CCN(Cc3ccc4ncccc4c3)CC2CCO)cc1 (stereo not given),·
·,-0.06,CNc1nc(C)c(C#N)c(-c2ccccc2)c1C(C)=O,-0.08
45.0,·,COC(=O)N/N=C(\C)c1ccco1,·
7.1,-1.43,COCCCn1c(SCc2cccc(C(F)(F)F)c2)nc2cc(OC)c(OC)cc2c1=N,-0.72
14.3,·,CN(C)S(=O)(=O)c1ccc(NC(=O)CN2CCC(Cc3ccccc3)CC2)cc1,·
·,-0.81,O=c1[nH]c(C2CCCN(S(=O)(=O)c3ccccc3)C2)nc2c1nnn2Cc1ccccc1 (stereo not given),-1.31
-9.1,0.05,CN(Cc1ccccc1)S(=O)(=O)c1ccc(NS(C)(=O)=O)cc1,-0.18
17.9,0.21,Cc1nn(-c2ccccc2)c(Cl)c1/C=N/Nc1ccc(Cl)c(C(=O)O)c1,-0.12
0.0,-1.1,N=C1/C(=C\c2ccc(SCc3ccco3)o2)C(=O)N=C2SC=NN12,-1.15
·,0.07,CC1(C)NC(=O)N(CCOc2cccc(Oc3ccccc3)c2)C1=O,0.25
31.2,-1.46,Cc1ccc(-c2cn3cc([N+](=O)[O-])ccc3n2)cc1,-1.38
·,-1.46,CCN(CCNC(=O)C1CCN(Cc2nc(-c3ccc(Cl)cc3)oc2C)CC1)c1ccccc1,-1.23
·,1.46,CCCCS(=O)(=O)/C=C\C1C2C=CC(C2)C1S(=O)(=O)CCCC (stereo not given),1.94
0.0,-0.73,Cc1nc2ccccc2c(=O)n1/N=C/c1c(O)ccc2oc3c(c12)CCCC3,0.09
-23.1,-0.98,CCC(C(=O)OCC(=O)Nc1cc(Cl)cc(Cl)c1)c1ccccc1 (stereo not given),-0.17
21.4,·,CC1=NN(c2ccccc2)C(=O)C1/C=C1\NC(=S)NC1=O (stereo not given),·
·,-0.6,CCOC(=O)COc1ccc(S(=O)(=O)N2CCN(c3ccc(F)cc3)CC2)cc1,-0.77
-7.0,·,COC(=O)CN(c1ccc(OCc2ccccc2)cc1)S(C)(=O)=O,·
·,-0.34,CC(=O)Nc1ccc(S(=O)(=O)NC(C(=O)O)C2=CCC=CC2)cc1 (stereo not given),-0.69
17.2,-1.19,COC(=O)c1cc(NC(=O)CN(c2ccccc2OC)S(=O)(=O)c2ccccc2)ccc1Cl,-0.96
-52.6,0.11,C=CCNC(=S)NNC(=O)c1ccc(OCCCC)cc1,-0.01
-46.1,-0.11,CCn1c(CNC(=O)c2ccc3c(c2)OCO3)nnc1SCC(=O)Nc1cc(C)ccc1OC,-0.9
50.0,·,Cc1ccc(-n2ncc3c(SCc4cccnc4)ncnc32)c(C)c1,·
-71.4,-0.71,Cc1cc(C)c2[nH]c(O)c(N=NC(=S)NCC3CCCO3)c2c1 (stereo not given),-0.58
27.3,·,CSC(=S)N/N=C/c1ccc(N(C)C)cc1,·
-40.5,-1.62,O=C(COC(=O)C12CC3CC(CC(C3)C1)C2)Nc1ccc(OC(F)F)cc1,-1.45
-42.9,0.49,O=C(COc1ccccc1)NCCSCc1ccco1,-0.36
·,0.08,CC1(C)CC(=O)c2cnc(NCc3ccco3)nc2C1,0.08
-6.5,0.11,Cn1c(=O)[nH]c(=O)c2c1nc(Br)n2CCOc1ccccc1,-0.18
·,-1.07,Cc1cc(C)c2cccc(NC(=S)NC(=O)c3ccccc3)c2n1,-0.49
60.0,-0.09,CCC(c1nc2ccccc2c(=O)n1-c1cccnc1)N1C(=O)c2ccccc2C1=O (stereo not given),-0.6
-7.7,·,c1ccc(Cc2nnc3sc(-c4ccc5c(c4)OCO5)nn23)cc1,·
i,0.11,CN(C(=O)CSc1nc(-c2ccccc2)cs1)C1CCS(=O)(=O)C1 (stereo not given),-0.51
-22.2,-0.09,CCc1cc2c(-c3ccccc3)cc(=O)oc2cc1OC(=O)c1cccs1,0.19
-17.2,0.53,Cc1nc2c3ccccc3[nH]c(=O)n2n1,0.99

# More records follow:
Insulin prom inh,sdo1 growth,SMILES,sdo1 growth Rescue 24 h
7.1,0.1,CC(NS(=O)(=O)c1ccccc1)C(=O)NCc1ccco1 (stereo not given),0.32
60.0,-1.74,CCOC(=O)CCCSc1nc2sc(C)c(C)c2c(=O)[nH]1,-0.91
·,1.13,CC(Sc1cccc(C(F)(F)F)c1)C(=O)NC(N)=O (stereo not given),0.49
39.3,0.06,O=C(NCCc1ccccn1)c1cc(C(=O)C2CCCCC2)c[nH]1,-0.6
·,-0.11,O=C(CSc1nnc(C2CCCCC2)n1-c1ccccc1)NCc1ccco1,-0.89
·,-0.71,CCN(Cc1ccncc1)S(=O)(=O)c1ccc(C(C)=O)cc1,-0.98
33.3,·,CCN(CC)S(=O)(=O)c1ccc(N2CCCC2)c(NC(=O)Cc2ccc(OC)cc2)c1,·
22.9,-0.66,COc1cc2c(cc1NC(=O)c1ccc3c(c1)OCO3)oc1ccccc12,0.55
33.3,·,O=C(Nc1cccc(-c2cn3c(n2)SCC3)c1)c1ccc(Br)o1,·
-40.0,-0.62,CCCCNC(=O)CSc1nc2ccccc2c(=O)n1CC1COc2ccccc2O1 (stereo not given),0.25
-31.2,0.11,O=C(c1ccco1)N1CCN(C(=O)C2(S(=O)(=O)c3ccc(Cl)cc3)CC2)CC1,-0.37
13.3,-0.31,COc1ccc(OC)c(NC(=O)c2cc3ccccc3o2)c1,-0.96
7.1,·,Nc1no[n+]([O-])c1-c1ccccc1,·
15.4,-0.12,CCN(CC)CCNC(=O)c1ccc2c(c1)ncn2C1CCCCC1,-0.24
19.4,-2.39,O=C(CSc1ncnc2c1cnn2Cc1ccccc1)Nc1ccc2c(c1)OCCO2,-1.69
·,1.36,CCNc1nc(NCC)n2c(SCC(=O)Nc3ccccc3[N+](=O)[O-])nnc2n1,1.25
-86.7,·,CCN(CC(=O)Nc1cc(OC)ccc1OC)Cc1nc2ccccc2c(=O)[nH]1,·
-90.0,2.87,O=C(Nc1nnc(-c2ccccc2Cl)o1)c1cccnc1,4
6.5,-0.26,O=C(COC(=O)/C=C/c1ccccc1)NCc1ccc(Cl)cc1,-0.08
14.3,2.18,Cn1cccc1Cc1nnc(SCC(N)=O)n1CCc1ccccc1,2.57
28.2,-1.16,O=C(COc1ccc(F)cc1Br)N1CCc2ccccc21,-1.22
-21.4,-0.38,CN1C/C(=N\S(=O)(=O)c2ccccc2)N(C)C1=O,-1.27
21.4,·,CC1=NN(c2ccc([N+](=O)[O-])cc2)C(c2ccccc2)C1 (stereo not given),·
11.4,·,CCOc1ccc2nc(NC3=NCN(CC4CCCO4)CN3)nc(C)c2c1 (stereo not given),·
-50.0,-0.3,c1ccc(Cn2nnc3c(N4CCCC4)ncnc32)cc1,-0.65
11.6,·,Cc1ccc(C)c2nc(Cl)c(C3NC(=O)c4ccccc4N3)cc12 (stereo not given),·
-18.8,-0.49,CCCC(=O)Nc1nc2nc(-c3ccccc3)cc(=O)n2[nH]1,-1.09
-12.9,0.04,O=S(=O)(NC1CCCCC1)c1ccc(Cl)s1,-0.51

# Assay outcomes as filed in PubChem BioAssay.
